Compound activity as filed in PubChem.
All columns: NCI-60 one-dose screen, growth in % after 48 h at 10 µM unless noted; 100 = growth as untreated, 0 = no growth, -100 = all killed.
UACC-257: UACC-257 melanoma; AID 1794764; actives 4.4% (n = 78,000)
MALME-3M: MALME-3M melanoma; actives 5.8% (n = 78,000)
UACC-62: UACC-62 melanoma | actives 5.4% (n = 81,000) | AID 1794756
LOX IMVI: LOX IMVI melanoma | actives 7.4% (n = 79,000) | AID 1794757
MDA-MB-435: MDA-MB-435 melanoma | actives 7.8% (n = 82,000)
SK-MEL-5: SK-MEL-5 melanoma; actives 6.4% (n = 80,000); AID 1794755
SK-MEL-28: SK-MEL-28 melanoma | actives 4.1% (n = 81,000) | AID 1794761
SK-MEL-2: SK-MEL-2 melanoma; actives 4.7% (n = 77,000); AID 1794763
Starred values were filed as active, the others as inactive; . = no result given; & = joins results of further samples. How the source made its calls: active means growth percent below 10; inactive means the rest.

The line under a structure holds: LOX IMVI | UACC-257 | SK-MEL-28 | MALME-3M | UACC-62 | SK-MEL-5 | MDA-MB-435 | SK-MEL-2
COc1cc(/C=C\c2cccnc2Nc2ccccc2)cc(OC)c1OC
    40.6 | 37.2 | 55.6 | 69.2 | 42.5 | 55.1 | 55.0 | 39.9
COc1ccc(/C=N/OCCC(=O)N2CC(C)OC(C)C2)cc1OC1CCCC1 (configuration not stated)
    99.5 | 94.7 | 116.8 | 104.3 | 97.5 | 98.1 | 101.2 | 109.5
Cc1csc(SCc2nc3sc(C)c(C)c3c(=O)[nH]2)n1
    105.9 | . | 126.9 | 432.3 | 119.2 | 104.4 | 103.2 | 93.6
CCCCNc1cccc2ccccc12
    76.0 | 97.4 | 98.3 | 92.8 | 94.1 | 86.8 | 123.1 | 106.6
Cc1ccc(C)c2c1SC1=NNC(N3CCCCC3)=C(C#N)C(=N)N12
    94.8 | 104.5 | 103.9 | 122.6 | 91.8 | 92.6 | 101.8 | 96.9
BrCc1ccc(-c2ccccc2)cc1
    76.4 | 108.9 | 93.5 | 92.7 | 98.1 | 101.2 | 98.9 | 104.8
O=S(=O)(N=C1C=CC(=NS(=O)(=O)c2ccccc2)C=C1)c1ccccc1
    97.2 | 106.8 | 104.4 | 104.2 | 83.8 | 103.3 | 118.5 | 139.3
CS(=O)(=O)c1ccc(-c2nc3ccccc3n2CC(=O)NCN)cc1
    95.4 | 108.3 | 98.1 | 96.5 | 92.3 | 97.2 | 104.4 | 104.1
CCCCCCCCn1ccc2cc(NC(=O)Cn3cc(CN4CCCCCC4)nn3)ccc21
    -90.8* | -49.2* | -86.1* | -88.6* | -70.9* | 0.8* | -85.3* | -66.6*
COc1ccc(/C=N/NC(=O)c2cnn(CC(O)c3ccccc3)c2N)cc1Oc1ccccc1 (configuration not stated)
    86.9 | 95.1 | 98.8 | 94.2 | 89.0 | 64.8 | 102.8 | 103.3
O=C(CN1CCNCC1)Nc1ccc2oc(=O)ccc2c1
    96.3 | 95.6 | 112.4 | 108.5 | 103.1 | . | 106.0 | 112.0
O=C(Nn1c(COc2ccccc2)nc2ccccc2c1=O)c1ccc(Cl)cc1
    90.4 | 109.8 | 104.3 | 94.9 | 72.2 | 98.8 | 103.0 | 98.9
CCCCN1C(=O)/C(=c2\sc3n(c2=O)NC2C(N=3)N(CC)C(=O)N2CC)c2cccc(C)c21 (configuration not stated)
    74.9 | 80.0 | 78.3 | 93.8 | 55.2 | 90.8 | 35.4 | 105.3
CCC(CC)CC1CN2CCc3cc(OC)c(OC)cc3C2CC1(O)CC (configuration not stated)
    100.8 | 104.2 | 96.1 | 86.9 | 93.7 | . | 103.3 | 100.8
COc1cc(/C=N/NC(=O)COc2ccc(NC(=O)Nc3ccc(Cl)cc3)cc2)cc(OC)c1OC
    . | 94.8 | 104.7 | 97.8 | 91.8 | 99.1 | 104.6 | 113.4
CCOP(=O)(OCC)C(NC(=O)c1ccc(OC)cc1)C(=O)N1CCC(O)CC1 (configuration not stated)
    100.1 | 79.5 | 97.9 | 102.3 | 91.9 | 102.8 | 104.0 | 90.8
COc1ccc2c(c1)/C(=C(/C#N)C(=O)Nc1ccc(S(N)(=O)=O)cc1)C(=O)N2
    98.7 | 112.8 | 102.1 | 96.8 | 93.8 | 101.8 | 103.6 | 108.4
O=C1CN(C2=Nn3c(nnc3-c3cc(C(F)(F)F)cc(C(F)(F)F)c3)SC2)CCN1
    99.6 | . | 141.4 | 110.6 | 96.7 | 98.0 | . | 118.5
COc1ccccc1/C=C\C#N
    104.2 | 72.9 | 104.6 | 110.2 | 111.9 | 103.2 | 104.5 | 99.3
Cc1ccc2[nH]c(O)c(N=NC(=O)c3cc4ccccc4[nH]3)c2c1
    100.1 | 99.7 | 104.7 | 105.2 | 102.3 | 100.9 | 101.9 | 99.6

Single records (already shown).
O=C1CN(C2=Nn3c(nnc3-c3cc(C(F)(F)F)cc(C(F)(F)F)c3)SC2)CCN1 is entered as LOX IMVI: 99.6; UACC-257: .; SK-MEL-28: 141.4; MALME-3M: 110.6; UACC-62: 96.7; SK-MEL-5: 98.0; MDA-MB-435: .; SK-MEL-2: 118.5
O=C(CN1CCNCC1)Nc1ccc2oc(=O)ccc2c1 is entered as LOX IMVI: 96.3; UACC-257: 95.6; SK-MEL-28: 112.4; MALME-3M: 108.5; UACC-62: 103.1; SK-MEL-5: .; MDA-MB-435: 106.0; SK-MEL-2: 112.0

2 entries from above, field by field.
O=C(Nn1c(COc2ccccc2)nc2ccccc2c1=O)c1ccc(Cl)cc1
  LOX IMVI = 90.4
  UACC-257 = 109.8
  SK-MEL-28 = 104.3
  MALME-3M = 94.9
  UACC-62 = 72.2
  SK-MEL-5 = 98.8
  MDA-MB-435 = 103.0
  SK-MEL-2 = 98.9
CCCCN1C(=O)/C(=c2\sc3n(c2=O)NC2C(N=3)N(CC)C(=O)N2CC)c2cccc(C)c21 (configuration not stated)
  LOX IMVI = 74.9
  UACC-257 = 80.0
  SK-MEL-28 = 78.3
  MALME-3M = 93.8
  UACC-62 = 55.2
  SK-MEL-5 = 90.8
  MDA-MB-435 = 35.4
  SK-MEL-2 = 105.3

Going on with the list.
The line under a structure holds: LOX IMVI | UACC-257 | SK-MEL-28 | MALME-3M | UACC-62 | SK-MEL-5 | MDA-MB-435 | SK-MEL-2
COc1cc(C(=O)c2cc(C(C)=O)c3ccc(C)cn23)cc(OC)c1OC
    34.5 | 76.7 | 58.1 | 43.9 | 17.2 | 36.7 | -12.7* | 37.5
NC(=O)CSSCC(N)=O
    100.2 | 95.8 | 108.7 | 93.3 | 95.8 | 98.4 | 91.6 | 107.4
COC(=O)N[C@@H](C)CNc1nccc(-c2sc(C(C)(C)C)nc2-c2cccc(NS(=O)(=O)c3c(F)cccc3F)c2F)n1
    54.3 | 17.2 | 27.3 | 10.4 | 22.0 | 72.6 | 49.9 | 88.5
Cc1[nH]c(C(=O)Nc2ccc(C(=O)NC(C)C(=O)O)cc2OC(C)C)c(Cl)c1Cl (configuration not stated)
    99.5 | 100.7 | 111.0 | 102.8 | 104.8 | 104.3 | 105.3 | 103.9
O=C(Nc1ccccc1)Nc1ccccc1
    96.5&99.8&90.8 | 93.9&107.9&112.0 | 103.6&105.1&104.3 | 125.8&99.6&100.7 | 105.4&77.3&99.1 | 103.8&91.8&105.8 | 108.9&101.7&94.5 | 109.3&88.4
CCC1(C)c2c(cc([N+](=O)[O-])c(C)c2[N+](=O)[O-])C(C)(C)C1C (configuration not stated)
    96.3 | 99.0 | 96.6 | 95.1 | 95.1 | 100.0 | 107.1 | 98.1
C/C(=N\N=C1/NC(=O)CS1)c1nnn(-c2ccc([N+](=O)[O-])cc2)c1C
    94.3 | 101.7 | 109.5 | 97.4 | 90.5 | 99.1 | 107.0 | 108.1
CCc1cc(C(N)=S)ccn1
    107.6&99.5 | 108.0&108.5 | 112.4&119.6 | 103.6&97.4 | 105.2&107.2 | 104.9&96.6 | 101.8&158.8 | 101.2&95.5
CN1CCN(c2nc(-c3cccc4ccccc34)nc3sc4c(c23)CCCCCC4)CC1
    95.1 | 94.4 | 98.1 | 81.3 | 87.6 | 85.3 | 93.3 | 106.1
COCCNC(=O)c1ccc(OC2CCN(Cc3ccc(F)c(F)c3)CC2)c(Cl)c1
    . | 117.4 | 111.3 | 107.1 | 108.1 | 100.5 | 116.1 | 101.2
CN1CCCc2cc(/C=C3\SC(=S)N(CC(=O)O)C3=O)ccc21
    84.9 | 99.0 | 111.0 | 90.5 | 99.7 | 99.9 | 110.0 | 108.1
CC(O)CCNC(C(=O)c1ccccc1)c1ccccc1 (configuration not stated)
    98.2&98.2 | 102.2 | 113.5&109.4 | 101.1&100.3 | 97.8&107.1 | 105.3&99.2 | 102.6&103.3 | 99.0&103.8
CCCCC(CC)CCC(C)OC(=O)c1ccc(Cl)cc1 (configuration not stated)
    100.9 | 111.0 | 110.0 | 108.8 | 102.6 | 95.4 | 111.4 | 113.7
COC(=O)/C=C1/S/C(=N\N=C\c2ccc(OS(=O)(=O)C(F)(F)C(F)(F)C(F)(F)C(F)(F)C(F)(F)C(F)(F)C(F)(F)C(F)(F)F)cc2)N(c2ccccc2)C1=O
    96.7 | 103.1 | 105.9 | 91.8 | 86.5 | 106.0 | 104.2 | 83.1
CC(=O)Nc1ccc(Cl)cc1-c1n[nH]c(=O)[nH]c1=O
    99.4 | . | 108.9 | 108.7 | 104.0 | . | 101.7 | .
CN1CCN(c2ccc(NC(=O)CN(c3ccc(F)cc3)S(=O)(=O)c3ccc(Cl)cc3)cc2)CC1
    91.8 | 74.0 | 92.6 | 92.7 | 92.0 | 63.0 | 93.4 | 102.3
O=C(Nc1ccccc1)Nc1nc2ccc([N+](=O)[O-])cc2[nH]1
    57.2 | 57.4 | 61.6 | 40.1 | 44.0 | 40.4 | 55.3 | 53.9
Cc1nc([P+](c2ccccc2)(c2ccccc2)c2ccccc2)c(N2CCCCC2)o1
    24.5 | 8.1* | 34.3 | 53.7 | 25.3 | -32.3* | 21.3 | 41.2
COc1ccc(C(=O)Cc2ccccc2C(=O)O)cc1
    108.3 | 100.2 | 81.9 | 114.4 | 93.0 | 92.1 | 98.4 | 101.2
Brc1ccc2c(ccc3c2nnc2ncnn23)c1
    98.2 | 106.0 | 100.1 | 106.1 | 92.6 | 87.2 | 104.7 | 104.7
Cc1cc(C)c2c(n1)sc1c(Nc3[nH]nc4ncccc34)ncnc12
    81.0 | 96.4 | 88.1 | 110.3 | 91.3 | 94.3 | 89.6 | 99.6
NC(=O)C(=O)NO
    103.0 | 102.5 | 108.0 | 117.9 | 107.4 | 105.2 | 119.1 | 102.5
CCOC(=O)C1=CC=C(c2cc3cc(Br)ccc3oc2=O)NC1C (configuration not stated)
    95.0 | 106.1 | 104.9 | 99.2 | 93.1 | 98.6 | 98.5 | 102.7
c1ccc(COCCOCc2ccccc2)cc1
    104.9 | 113.4 | . | 137.7 | 109.5 | 111.5 | 111.5 | 97.4
O=C1C=CN2CC=CCC2C1[C@@H](O)c1ccc(Br)cc1 (some centres not stated)
    101.7 | 101.8 | 112.5 | 100.7 | 107.7 | 102.5 | 107.5 | 108.9
CC(C)N(C(=O)c1ccccc1)C(C)C
    103.7 | 104.5 | 104.6 | 113.9 | 107.9 | 97.7 | 107.3 | 114.2
CCN(CC)C(=O)/C=C/c1ccccc1
    99.2 | 115.8 | 105.2 | 91.5 | . | 101.7 | 106.4 | 113.1
COc1ccc(Cc2cnc(NC(=O)c3ccc4c(c3)OCCO4)s2)cc1
    29.3 | 46.4 | 68.6 | 55.4 | 48.1 | -39.3* | 4.1* | 39.3
C[n+]1c(/C=C/c2ccccc2)ccc2ccccc21
    103.4 | 100.1 | 94.1 | 96.0 | 95.2 | 52.7 | 124.2 | 91.0
Cc1ccc(OCC(=O)Nc2ccc(N3CCN(C(=O)c4ccco4)CC3)cc2)cc1
    98.0 | 121.9 | 108.4 | 84.3 | 107.1 | . | 102.0 | 130.1
COc1ccc(C2C=C(c3ccc(Cl)cc3)N=C3SC=CN32)c(Br)c1 (configuration not stated)
    71.2 | 83.2 | 63.5 | 106.1 | 75.2 | 88.6 | 69.2 | 85.3
Nc1nc(N)c2c(n1)NC(c1ccc(C(F)(F)F)cc1)CC(c1ccc(Nc3nc(NCCO)nc(Nc4ccc(Cl)cc4)n3)cc1)=N2 (configuration not stated)
    . | 74.1 | -94.6* | -79.0* | -41.5* | -92.8* | -61.5* | -80.3*
CC(=O)OC1CCC2CCCCC2C1 (configuration not stated)
    99.8 | 92.7 | 109.6 | 86.0 | 107.1 | 100.5 | 102.9 | 101.8
C[N+]1(C)C2CC[C@@H]1CC(OC(=O)C(O)c1ccccc1)C2 (some centres not stated)
    101.9 | 110.3 | 112.9 | 94.1 | 101.7 | 102.4 | 99.1 | 149.9
Cc1[nH]c(=S)[nH]c(=O)c1Cc1c(O)ccc2ccccc12
    88.4 | 110.5 | 88.3 | 98.2 | 92.7 | . | 99.3 | 97.5
COc1ccccc1Br
    91.3 | 101.5 | 105.9 | 96.3 | 110.0 | 102.5 | 105.7 | .
CCC(=O)Cc1ccc2ccccc2n1
    95.0 | 116.2 | 99.9 | 112.4 | 90.5 | 104.9 | 80.2 | 118.6
CCOC(=O)n1c2ccccc2c(=O)n1CCO
    97.0 | 84.8 | 97.2 | 114.2 | 96.9 | 100.8 | 111.4 | 89.9
c1ccc(N2c3nc4ccccc4cc3Sc3cc4ccccc4nc32)nc1
    84.1 | 87.8 | 115.2 | . | 78.4 | 91.3 | 115.0 | 39.4
Cc1nn(-c2ccccc2)c2nc(NC(C)c3ccccc3)c(C#N)cc12 (configuration not stated)
    88.3 | 99.6 | 103.5 | 109.5 | 65.6 | 89.5 | 98.4 | 95.6
Cn1c(S)c(N=Nc2ccc(S(=O)(=O)Nc3nccs3)cc2)sc1=O
    90.6 | 101.8 | 115.3 | 84.3 | 92.5 | 96.5 | 101.4 | 99.1
CCCn1c(O)c(N=NC(=O)c2oc3ccccc3c2C)c2cc(Br)ccc21
    97.7 | 104.1 | 107.6 | 84.0 | 94.1 | . | 102.0 | 93.4
C=CCC(CC=C)(CC=C)C(=O)CC
    95.2 | . | 114.9 | 101.9 | 107.2 | 105.9 | 100.7 | 138.3
NS(=O)(=O)c1ccc(CN/C=C/C(=O)c2cc3ccccc3oc2=O)cc1
    98.6 | 95.5 | 105.7 | 89.7 | 92.0 | 95.9 | 96.4 | 102.9
Cc1cccc(C)c1-n1c(SCCc2c[nH]c3ccccc23)nnc1-c1ccncc1
    60.9 | 93.4 | 82.3 | 78.5 | 51.6 | 65.7 | 76.2 | 83.2
